Mcl-1 Bim block – inhibitors of Bim peptide binding to Mcl-1, primary screen, biochemical, bead-based flow cytometry, multiplex; AID 1009, 2008; Induced myeloid leukemia cell differentiation protein Mcl-1 (Homo sapiens), Q07820; 190,000 tested, 0.1% active; inhibition, % at 10 µM; Bim peptide-Mcl-1 binding; in the data active means inhibition above about 40%;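 further: 0% = no compound tracer wells and 100% = peptide blocker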
Target sequence (Q07820 whole entry, looked up): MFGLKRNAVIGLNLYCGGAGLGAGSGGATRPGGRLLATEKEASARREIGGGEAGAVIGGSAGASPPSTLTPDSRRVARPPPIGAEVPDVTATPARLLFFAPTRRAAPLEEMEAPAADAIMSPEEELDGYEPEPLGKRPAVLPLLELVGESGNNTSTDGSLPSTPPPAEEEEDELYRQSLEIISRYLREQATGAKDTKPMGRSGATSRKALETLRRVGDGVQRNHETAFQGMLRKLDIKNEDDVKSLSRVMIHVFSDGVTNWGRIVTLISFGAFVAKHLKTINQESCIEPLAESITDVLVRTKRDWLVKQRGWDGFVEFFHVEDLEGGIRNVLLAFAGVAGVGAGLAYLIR
Avidin bead fluor – green autofluorescence of compounds with avidin beads – biophysical, 488/530 nm, flow cytometry, artefact control, profiling panel. fluorescence (KMESF) at 10 µM. 220,000 tested, 0.38% active. AID 1775, 2009. compound fluorescence 488/530 nm; stronger effect = higher value; in the data active means fluorescence above about 47; further: inactives centre near 10
Mcl1 Noxa PPI – Mcl-1/Noxa binding inhibitors, primary screen, biochemical, TR-FRET, 1536-well. Induced myeloid leukemia cell differentiation protein Mcl-1 (Homo sapiens), Q07820. inhibition, % at 21.7 µM. 220,000 tested, 1.5% active. TR-FRET Mcl-1/Noxa peptide binding, 2 h;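 active means compounds that cut the protein-peptide binding signal by more than 50% relative to plate controls in a single-dose test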;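 further: His-tagged Mcl-1 with rhodamine Noxa BH3 peptide and terbium anti-His antibody; 0% = Mcl-1 plus Noxa peptide wells and 100% = peptide-only wells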
Rac1 wt modul – wildtype Rac1 GTP binding modulators, primary screen, biochemical, GST-Rac1 beads, flow cytometry, multiplex; GTP binding activity (% of control), % at 10 µM; 190,000 tested, 0.27% active; Ras-related C3 botulinum toxin substrate 1 (Homo sapiens), P63000; fluorescent GTP binding; actives lie on both sides; 0 = cold GTP competed, 100 = untreated;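 active means GTP binding activity at least 20 points away from the 100% control level, either lower or higher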
Rac1 mut GTP – GTP binding modulators of activated mutant Rac1, primary screen, biochemical, bead-based flow cytometry, multiplex, fluorescent GTP; Ras-related C3 botulinum toxin substrate 1 (Homo sapiens), P63000; GST-Rac1 activated beads; actives lie on both sides; 100% means binding = to untreated wells; percent activity (GTP binding), % at 10 µM; 190,000 tested, 0.11% active; AID 764, 2007;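 active means GTP binding at least 20 percentage points away from the 100% baseline, in either direction, so actives lie on both sides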
Cdc42 wt – modulators of GTP binding to wildtype Cdc42, primary screen, biochemical, multiplex bead flow cytometry, Bodipy-GTP. GST-Cdc42 beads; actives lie on both sides. percent activity (GTP binding), % at 10 µM. 190,000 tested, 0.2% active. AID 761, 2007;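 active means percent activity GTP binding at least 20 points away from the 100% baseline, either down as inhibitor or up as activator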;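 further: median bead fluorescence of bound Bodipy-FL-GTP at 100 nM; 0% = excess unlabeled GTP control and 100% = no compound control; below 100% means less GTP binding so inhibitor and above means activator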
Target sequence (P60953 whole entry, looked up): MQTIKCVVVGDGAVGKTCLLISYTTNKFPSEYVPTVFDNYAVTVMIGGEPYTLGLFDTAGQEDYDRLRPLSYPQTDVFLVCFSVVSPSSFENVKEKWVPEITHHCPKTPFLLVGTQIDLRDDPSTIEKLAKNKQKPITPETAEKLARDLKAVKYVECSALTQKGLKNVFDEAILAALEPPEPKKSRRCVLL
Pf gametocyte – late stage P. falciparum gametocyte viability inhibitors, primary screen, ATP luminescence, HTS; P. falciparum stage V gametocytes, 24 h; inhibition, % at 10.9 µM; 150,000 tested, 0.065% active; AID 743093, 2013;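 active means inhibition above the mean plus 3 SD of compounds within the control limits, set per campaign, cut at about 38% in these data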;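 further: 0% = DMSO wells and 100% = medium only without gametocytes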
HRas wt GTP bind – modulators of GTP binding to HRas wildtype, primary screen, biochemical, bead-based flow cytometry, multiplex. GTPase HRas (Homo sapiens), P01112. GST-Ras wt beads, Bodipy-FL-GTP binding; actives lie on both sides. GTP binding activity, % at 10 µM. 190,000 tested, 0.14% active;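 active means GTP binding activity at least 20% away from the 100% baseline, either lowered as inhibitor or raised as activator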;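 further: 0% = unlabeled GTP competition control and 100% = no-compound control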
Target sequence (P01112 whole entry, looked up): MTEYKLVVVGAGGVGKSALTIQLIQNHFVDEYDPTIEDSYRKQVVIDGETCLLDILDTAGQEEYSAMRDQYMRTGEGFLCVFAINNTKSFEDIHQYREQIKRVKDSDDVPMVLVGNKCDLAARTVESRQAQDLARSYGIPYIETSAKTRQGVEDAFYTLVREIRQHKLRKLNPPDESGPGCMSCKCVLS
Rab7 wt modul – modulators of GTP binding to Rab7, primary screen, biochemical, wildtype, multiplex bead flow cytometry | Rab7 GTPase wild type (dog), Bodipy-FL-GTP binding | GST-Rab7 beads, fluorescent GTP binding; actives lie on both sides; untreated = 100%, excess cold GTP = 0% | AID 758, 2007 | 190,000 tested, 0.055% active | GTP binding activity (percent of control), % at 10 µM;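 active means fluorescent GTP binding to Rab7 beads changed by at least 20 points from the 100% baseline, either direction, mostly lower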;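 further: median green fluorescence of bound Bodipy-FL-GTP per Rab7 bead population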
Mcl1 Bid PPI – Mcl-1/Bid binding inhibitors, primary screen, biochemical, TR-FRET, 1536-well. Induced myeloid leukemia cell differentiation protein Mcl-1 (Homo sapiens), Q07820. TR-FRET Mcl-1/Bid-Dy647 peptide binding. inhibition, % at 21.7 µM. 220,000 tested, 0.97% active. AID 1021, 2008;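 active means compounds that cut the binding signal by more than half at the single screening dose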;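 further: His-tagged Mcl-1 with europium anti-His antibody binding Bid BH3 peptide; 0% = Mcl-1 plus peptide wells and 100% = peptide-only wells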
Rab2 wt GTP – modulators of GTP binding to Rab2A wildtype, primary screen, biochemical, dog, bead-based flow cytometry, multiplex; Ras-related protein Rab-2A (Canis lupus familiaris), P61105; GST-Rab2 wt beads, Bodipy-GTP binding; GTP binding activity, % at 10 µM; 190,000 tested, 0.19% active; AID 760, 2007;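 active means GTP binding activity at least 20 points away from 100%, either lowered or raised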;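 further: 0% = beads with excess unlabeled GTP and 100% = no-compound control corrected for plate trend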
An asterisk follows results filed as active; · = not tested or not shown.

SMILES	Rab7 wt modul	Mcl-1 Bim block	Mcl1 Noxa PPI	Cdc42 wt	Pf gametocyte	Rab2 wt GTP	Rac1 wt modul	Rac1 mut GTP	Avidin bead fluor	Mcl1 Bid PPI	HRas wt GTP bind
Cc1ccc(NC(=O)/C(C#N)=C/c2ccc(Sc3nc(C)cc(C)n3)o2)cc1	94	-4	-9	97	0	97	97	97	3	-40	98
C=CCSc1nnc(-c2ccncc2)n1-c1ccc(OCC)cc1	102	0	-4	105	·	104	102	100	10	-14	104
N=c1sccn1CC(=O)Nc1ccccc1Sc1ccccc1	100	-1	11	92	12	98	98	93	14	-12	97
COc1nc(N/N=C/c2ccccc2F)nc(N2CCCCC2)n1	101	-2	-7	102	-13	100	105	100	17	-3	101
Cc1sc(NC(=O)CN(Cc2ccc(F)cc2)C(=O)C(C)C)c(C(N)=O)c1C	103	2	-6	106	14	99	114	100	25	-20	105
CCOC(=O)CNC(=O)c1cccs1	103	2	-9	102	·	101	108	102	4	-9	103
O=C(Nc1c(Cl)cccc1Cl)c1ccc(-c2ccccc2)cc1	103	-2	10	96	·	98	101	96	12	-10	97
COc1ccccc1C(=O)NC(C)c1nc2ccccc2[nH]1 (centres undefined)	100	-5	3	113	·	110	108	107	12	-15	109
CCOC(=O)C(C)Oc1cccc2c(=O)n(CC(=O)N3CCCc4ccccc43)ccc12 (centres undefined)	94	0	-5	100	·	98	103	102	5	-18	98
CN(CCc1ccccn1)C1CC(=O)N(c2ccc(Cl)cc2)C1=O (centres undefined)	97	0	-4	100	5	103	98	100	13	-37	102
CC(C)(C)n1nnnc1C(c1cccs1)N1CCN(C(=O)c2ccco2)CC1 (centres undefined)	105	-2	-6	104	-59	104	106	104	15	-9	106
CC(C)[C@@H]1NC(=O)N(c2ccc(Oc3ccccc3)cc2)C1=O	92	-6	·	94	9	91	90	93	12	-12	94
O=C(Nc1ccccc1C(=O)N1CCN(Cc2ccccc2)CC1)c1ccccn1	102	-2	13	105	-11	104	107	99	13	-31	102
O=C(CSc1nnc(Cc2cc(=O)[nH]c(=O)[nH]2)n1-c1ccccc1)N1CCCc2ccccc21	105	-4	-4	97	·	102	103	99	11	-15	100
CCCCS(=O)(=O)NC1=NCN(CCO)CN1	94	-3	-12	95	·	96	95	94	20	-21	96
CCOC(=O)NC(=O)C(=CNc1cccc(OC)c1)C(=O)NC(=O)OCC	100	0	9	104	-22	103	106	102	6	2	104
O=C(Nc1ccncc1)c1ccc(F)cc1	91	1	-20	96	·	94	98	94	12	-7	95
CS(=O)(=O)NCc1ccc(C(=O)O)cc1	96	-1	11	96	-9	96	98	95	13	-20	95
Cc1cccc(NC(=S)N=Nc2c(O)n(C)c3ccc(S(=O)(=O)N4CCOCC4)cc23)c1	102	1	-71	102	1	100	106	98	4	-26	99
CN(CC(=O)Nc1ccc(F)cc1)CC(=O)Nc1ccc(F)c(F)c1F	87	-1	6	100	-6	96	94	97	11	-10	92
CC(=O)Nc1cccc(C(=O)NCC2(N3CCCCC3)CCCCC2)c1	93	0	20	98	-23	95	99	95	5	3	96
COc1ccc(OC)c([C@@H]2OCCC=C[C@H]2C)c1	103	-1	3	103	·	101	104	98	10	-9	100
Cc1ccccc1Cn1nc(C)c(NC(=O)c2cc3n(n2)C(C(F)F)CC(C(F)F)N3)c1C (centres undefined)	100	-4	9	105	-17	101	111	100	11	-11	103
COc1ccc(NC(=O)c2ccccc2NC(=O)CSc2ccccc2)cc1	99	-21	-26	99	2	100	100	96	10	-15	100
O=C(NCc1cccc(C(F)(F)F)c1)c1cccc(S(=O)(=O)NCc2ccccc2)c1	102	0	16	96	4	99	103	98	3	5	99
O=C(COC(=O)C1CCN(C(=O)c2ccc(Cl)cc2)CC1)NC1CCS(=O)(=O)C1 (centres undefined)	95	2	5	95	·	96	96	97	12	-25	95
COc1ccc(Cc2noc(CN3CCN(Cc4csc(C)n4)CC3)n2)cc1OC	95	-1	-2	97	24	95	99	94	1	-31	96
CCOc1ccc(N/N=C(/C#N)C(N)=O)cc1	97	-2	20	102	-27	101	103	99	13	-33	102
CN(NC(=O)c1ccccc1)C1=NS(=O)(=O)c2ccccc21	92	0	6	95	-7	90	100	94	13	1	93
CC1=C(C)/C(=N\OS(=O)(=O)c2ccc(C)cc2)C=CC1=O	101	-1	21	100	12	97	99	98	2	-9	98
CCC(C)(C)NC(=O)C(c1cccc(OC)c1OC)N(CC(C)C)C(=O)CCC(=O)Nc1cc(C)on1 (centres undefined)	99	0	4	99	16	99	100	96	9	-6	96
CC(C)CN1CCNC(=O)C1CC(=O)N(C)CC1CCOCC1 (centres undefined)	95	-5	17	93	-2	95	98	96	7	6	96
Cc1nnc(NC(=O)CSc2nc3ccccc3[nH]2)s1	105	-1	23	97	5	100	97	95	27	-10	99
CCOC(=O)c1cc2sc(C)cc2n1C(C)C(=O)OCC (centres undefined)	101	0	7	101	·	99	99	97	33	-19	100
CSc1ccccc1C(=O)Nc1ccccc1C(=O)N1CCCC1	94	0	12	96	0	94	95	94	10	4	95
CCOc1ccccc1NC(=O)CSc1nnc2ccc(-c3ccncc3)nn12	103	0	18	95	-12	99	99	97	9	-1	98
O=S(=O)(NCc1ccccc1)c1cccc(S(=O)(=O)N2CCOCC2)c1	103	0	-3	100	6	100	100	96	6	81*	101
Cc1ccc(N2CCN(/N=C/c3ccncc3)CC2)cc1	106	-4	-6	93	6	97	97	96	10	-19	99
O=C(NCc1ccco1)c1ccccc1NS(=O)(=O)c1ccc(Cl)s1	102	-3	25	102	·	101	101	97	16	8	100
COc1ccc(-n2c(N)c(C(=O)NCc3ccco3)c3nc4ccccc4nc32)cc1	91	3	58*	89	·	90	86	89	3	-11	89
O=C1C(=O)N(Cc2cccnc2)C(c2ccccn2)/C1=C(/O)c1ccc(F)cc1 (centres undefined)	107	-8	44	105	·	108	109	100	7	-1	105
O=C(CCN1CCN(C(=O)c2ccco2)CC1)Nc1ccc(F)cc1	95	0	·	100	-4	95	96	95	12	-7	96
O=C(CCc1nc(-c2ccccc2F)no1)NCc1ccco1	102	-1	-5	102	·	100	102	97	8	-60	102
O=C(CCSCc1ccc(Cl)cc1)NCc1cccnc1	102	-2	5	99	-10	101	102	93	9	-23	99
Cc1cc(Cl)ccc1NC(=S)NCCCO	101	-8	-15	103	5	100	106	101	4	-62	102
CCN(CC(=O)Nc1sc2c(c1C#N)CCC(C)C2)Cc1nc2ccccc2c(=O)[nH]1 (centres undefined)	100	-3	10	94	-12	96	96	95	12	-15	96
Cc1cccc(C(=O)NC(=S)N2CCN(C)CC2)c1	98	-1	-2	98	·	99	97	94	32	-85	99
Cc1nn(CC(=O)O)c2ccccc12	97	-1	25	96	·	95	96	95	4	10	97
CCOCC(=O)Nc1nc(C)cc(C)n1	94	-2	4	101	14	100	103	101	6	-13	99
COc1ccc(C(=O)Nc2ccc(Cl)cc2C(=O)N2CCCC(C)C2)cc1OC (centres undefined)	102	-3	1	99	2	102	105	101	11	-9	101
Cc1ccc(OCC(=O)n2nc(C)cc2C)c(C)c1	102	-2	-26	101	20	101	104	99	20	-43	100
Oc1ccccc1N1CCN(C(=S)Nc2ccc(SC(F)F)cc2)CC1	108	-4	5	97	12	100	98	96	33	-37	100
CC(CCc1ccccc1)NC(=O)COC(=O)c1ccc(S(C)(=O)=O)c([N+](=O)[O-])c1 (centres undefined)	94	-1	6	90	-8	90	96	84	10	-6	93

Pulled by structure from above, two records:
SMILES	Rab7 wt modul	Mcl-1 Bim block	Mcl1 Noxa PPI	Cdc42 wt	Pf gametocyte	Rab2 wt GTP	Rac1 wt modul	Rac1 mut GTP	Avidin bead fluor	Mcl1 Bid PPI	HRas wt GTP bind
O=C(COC(=O)C1CCN(C(=O)c2ccc(Cl)cc2)CC1)NC1CCS(=O)(=O)C1 (centres undefined)	95	2	5	95	·	96	96	97	12	-25	95
Cc1cccc(C(=O)NC(=S)N2CCN(C)CC2)c1	98	-1	-2	98	·	99	97	94	32	-85	99
